Eya2 phos inh: qHTS Assay for Inhibitors of the Phosphatase Activity of Eya2. recombinant Eya2, OMFP fluorescence dephosphorylation (OMFP is methylfluorescein phosphate). Potency, µM (highest dose often 76.9 µM), for inactives: at the highest dose activity, negative = inhibition, most hits filed as inhibitors. hit rate 0.006% among 330,000; also: potency is read from the fitted curve at half-maximal effect
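Eya2 (0.2 uM) preincubated 10 min at ambient with compound, then OMFP substrate added at 50 uM; 10 min reaction in 50 mM HEPES pH 7.5, 50 mM NaCl, 5 uM MgCl2, 0.05% BSA, 1 mM DTT. Fluorescence read at Ex 485/Em 525 nm.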
FBPA coupling cs: qHTS Assay for Inhibitors of Fructose-1,6-bisphosphate Aldolase from Giardia Lamblia: Coupling assay counterscreen | coupling enzyme system counterscreen, AmpLite Red fluorescence | activity change, negative = inhibition, % at 58.2 µM, hits read low | hit rate 0.67% among 290,000 | AID 2472, 2010; in the data active = activity change below about -30%
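Counterscreen lacking aldolase: glyceraldehyde-3-phosphate coupling-enzyme reagent preincubated 10 min at RT with compound (at 57.5 uM final), then substrate/coupling system with AmpLite Red added; fluorescence read at 525/598 nm after 20 min RT.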
Chronic BCR inh: qHTS Assay to Find Inhibitors of Chronic Active B-Cell Receptor Signaling; ABC-DLBCL IkBa-CBG/CBR reporter, luminescence ratio, 4 h; Potency, µM (doses to about 46.1 µM), for inactives: at the highest dose ratio change, negative = lower green/red ratio, most hits filed as inhibitors; hit rate 0.05% among 340,000; active = well fitted inhibition curve with a large enough effect in the signal ratio, with a control signal flat, not every such curve was filed as active; inconclusive = small, poorly fitted or top-dose-only effect, or effect the other way, or a change in a side signal; the % refers to the signal ratio;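 also: potency is read from the fitted curve at half-maximal effect; plate controls were basal doxycycline-induced cells for no effect and cells given 10 µM MG132 for full effect; MG132 reads +100%, hits lower the ratio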
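Cell line TMD8 (human ABC DLBCL), stably expressing tet-inducible CBG68-IkBa fusion and CBR; IMDM/0.5% FBS; cpd up to 46 uM; dox induction, 4 h, 37C/5% CO2; dual luminescence; green/red ratio; MG132 control.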
uPA surface inh: qHTS for Inhibitors of Cell Surface uPA Generation; cell surface uPA generation assay, qHTS; Potency, µM (top dose mostly 38.3 µM), without a hit: at the highest dose activity change, negative = inhibition, usual class: inhibitors; hit rate 0.31% among 330,000; active = well fitted inhibition curve with a large enough effect; inconclusive = small, poorly fitted or top-dose-only effect; inactive = no such curve, though single readings can be large or run the other way; tested in mouse RAW 264.7 cells; also: potency is read from the fitted curve at half-maximal effect; nearly all actives have a fitted effect of over 55% in size
USP2a block: qHTS Assay for Inhibitors of Ubiquitin-specific Protease USP2a Using CHOP2 as the Reporter | USP2 core, Ub-CHOP2 coupled fluorogenic reporter, 485/531 | hit rate 0.01% among 330,000 | Ubiquitin carboxyl-terminal hydrolase 2 (Homo sapiens), O75604 | Potency, µM (titrated, usually from 38.3 µM), inactives show top-dose activity change, negative = inhibition, actives largely listed as inhibitors;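 also: potency is read from the fitted curve at half-maximal effect; plate controls were DMSO wells for no effect and full inhibition by NEM control for full effect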
Target sequence (O75604 whole entry, looked up): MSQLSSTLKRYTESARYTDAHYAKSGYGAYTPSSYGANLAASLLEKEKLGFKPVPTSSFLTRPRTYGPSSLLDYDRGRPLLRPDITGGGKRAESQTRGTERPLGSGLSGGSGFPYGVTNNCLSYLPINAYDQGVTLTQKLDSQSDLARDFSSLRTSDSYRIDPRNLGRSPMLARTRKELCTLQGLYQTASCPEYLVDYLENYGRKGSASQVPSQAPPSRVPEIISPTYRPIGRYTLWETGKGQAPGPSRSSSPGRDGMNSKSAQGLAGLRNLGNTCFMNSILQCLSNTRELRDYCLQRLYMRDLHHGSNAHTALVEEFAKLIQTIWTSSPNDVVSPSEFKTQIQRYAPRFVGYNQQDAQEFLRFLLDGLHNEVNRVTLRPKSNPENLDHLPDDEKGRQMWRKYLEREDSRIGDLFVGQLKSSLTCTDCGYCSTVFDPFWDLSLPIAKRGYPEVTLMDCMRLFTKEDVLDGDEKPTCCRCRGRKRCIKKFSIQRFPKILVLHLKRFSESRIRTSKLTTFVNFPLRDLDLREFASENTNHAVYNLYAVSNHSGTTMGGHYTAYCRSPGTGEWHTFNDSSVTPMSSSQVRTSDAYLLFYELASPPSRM
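USP2 core (10nM final) preincubated 30min RT with compound in 20mM Tris-HCl pH 8.0, 2mM CaCl2, 2mM beta-mercaptoethanol, 0.05% CHAPS; 25nM Ub-CHOP2 plus 25nM reporter substrate added, fluorescence (Ex485/Em531) read after 60min.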
PKM2 act: qHTS Assay for Activators of Human Muscle isoform 2 Pyruvate Kinase; purified PKM2, Kinase-Glo ATP luminescence, activation; response scale: 0% is enzyme alone, no compound; Potency, µM (doses to about 57.5 µM), without a hit: at the top dose activation, usual class: activators; hit rate 0.34% among 260,000; also: potency is read from the fitted curve at half-maximal effect; nearly all actives have a fitted effect of over 55% in size
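Purified hPK-M2 (>95% pure) converted ADP (0.1 mM final) to ATP with 0.5 mM PEP in 50 mM imidazole pH7.2, KCl, MgCl2, Tween 20, BSA; 1 h at room temperature. ATP detected by Kinase-Glo luminescence.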
Giardia killer: Small Molecules that selectively kill Giardia lamblia: qHTS. AID 540267, 2011. Giardia lamblia trophozoite viability. activity change, % at 7.66 µM, hits read low. hit rate 0.15% among 340,000; in the data active = activity change below about -80%; inconclusive = between about -30% and that limit;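 also: parasites exposed to compound for two days anaerobically before the ATP read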
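Media and compound were dispensed first, then trophozoites at 100 cells/well; plates sat 48 hrs at 37 deg C without oxygen before ATP luminescence reagent was added and read after 15-30 min at room temperature.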
hERG WT inh: qHTS for Inhibitors of KCHN2 3.1: Wildtype qHTS; hit rate 0.37% among 340,000; U2OS, BacMam KCNH2, thallium flux FluxOr; active compounds read low; Voltage-gated inwardly rectifying potassium channel KCNH2 (Homo sapiens), Q12809; AID 720551, 2013; activity change, % at 1.84 µM;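 active = maximum activity change below -70%; inconclusive = maximum activity change between -70% and -50%; inactive = maximum activity change above -50%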
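U2OS cells were transduced with wild-type KCNH2 virus (2.03 x 10^8 / mL) for 4 h at room temperature, then cultured overnight at 37 C. Thallium flux was read with FluxOr dye. Rate constants were normalized to DMSO controls.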
GALK inhibitor: qHTS Assay for Inhibitors of Human Galactokinase (GALK); P51570; Purified GALK, Kinase-Glo residual ATP luminescence; Potency, µM (top dose mostly 57.5 µM), for inactives: at the top dose activity change, negative = inhibition, most hits filed as inhibitors; hit rate 0.007% among 270,000; also: potency is read from the fitted curve at half-maximal effect
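The enzyme phosphorylates galactose (100 uM) using ATP (35 uM); inhibition is detected as higher residual ATP, quantified by bioluminescence after 1 h reaction at room temperature, pH 8.0.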
B2AR arrestin: qHTS assay of beta-arrestin-biased ligands of beta2-adrenergic receptor. Beta-2 adrenergic receptor (Homo sapiens), P07550. beta-arrestin recruitment to beta2AR, cell-based reporter. Potency, µM (titrated, usually from 46.1 µM), for inactives: at the top dose activation, most hits filed as activators. hit rate 0.02% among 330,000. AID 492947, 2010;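 also: potency is read from the fitted curve at half-maximal effect; 0% = DMSO controls and full agonism = EC100 isoproterenol or metaproterenol; nearly all actives have a fitted effect of over 65% in size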
Target sequence (P07550 whole entry, looked up): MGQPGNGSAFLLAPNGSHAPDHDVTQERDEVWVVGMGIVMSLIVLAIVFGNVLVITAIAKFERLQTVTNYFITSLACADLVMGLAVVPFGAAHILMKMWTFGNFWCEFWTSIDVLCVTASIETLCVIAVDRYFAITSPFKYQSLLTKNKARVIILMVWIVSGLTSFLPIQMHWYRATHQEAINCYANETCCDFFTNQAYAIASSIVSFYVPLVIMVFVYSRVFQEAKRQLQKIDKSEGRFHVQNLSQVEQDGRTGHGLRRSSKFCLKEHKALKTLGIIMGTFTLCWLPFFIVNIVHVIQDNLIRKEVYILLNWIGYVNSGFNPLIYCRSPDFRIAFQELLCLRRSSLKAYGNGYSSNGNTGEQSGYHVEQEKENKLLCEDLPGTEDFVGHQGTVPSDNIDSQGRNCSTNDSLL
KCNH2 3.1 inh: qHTS for Inhibitors of KCHN2 3.1: Mutant qHTS; U2OS KCNH2 3.1, thallium flux FluxOr; active compounds read low; hit rate 0.95% among 340,000; activity change, % (tested at about 1.8 µM); Potassium voltage-gated channel subfamily H member 2, brain isoform KCNH2 3.1 (human); AID 720553, 2013;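 active = maximum activity change below -70%; inconclusive = maximum activity change from -70% to -50%; inactive = maximum activity change above -50%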;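 also: thallium influx rate constant from kinetic fluorescence after stimulation buffer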
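Normalized rate constant (relative to positive and negative DMSO controls) derived from a 2 min kinetic fluorescence read after stimulation; U2OS cells expressing the 3.1 isoform via virus at 1.77 x 10^8 /mL.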
* hit, by the source's call; ? = inconclusive; nt = no result given; [ ] = another dose, or the depositor's remark. Unless noted, calls follow the shape of the dose curve; as a rule, active = well fitted curve in the direction sought with a large enough effect; inconclusive = small, poorly fitted or top-dose-only effect, or another doubt; inactive = no such curve, though single readings can be large; an effect the other way counts as inactive or inconclusive. Unless noted, % is scaled to controls: 0 for no effect and ±100 for the full control effect. This is a random part of the collection; any-hit rate near 2.4%.

SMILES	Eya2 phos inh	FBPA coupling cs	Chronic BCR inh	uPA surface inh	USP2a block	PKM2 act	Giardia killer	hERG WT inh	GALK inhibitor	B2AR arrestin	KCNH2 3.1 inh
CCO[C@@H]1OC(C(=O)N2CCOCC2)=C[C@H](C2CCCCC2)[C@H]1CCCO	4%	-1	-6%	1%	-3%	-2%	-22	2	0%	-0.5%	-29
Fc1ccc(NC(=S)Nc2cccnc2)c(F)c1F	3%	3	0%	-1%	1%	-3%	-4	-1	-1%	2.2%	-2
Cn1c(C(=O)N2CCOCC2)cnc1Sc1ncc(C(F)(F)F)cc1Cl	6%	3	14%	2%	-3%	11%	-25	5	0%	0.0%	1
Cc1ccc(-n2ncc3c(=O)n(CC(=O)N4CCN(c5ccccc5F)CC4)cnc32)cc1C	3%	0	1%	3%	0%	-2%	7	7	-3%	1.0%	-2
Cn1c(CN2CCN(S(C)(=O)=O)CC2)nc2cc([N+](=O)[O-])ccc21	3%	0	-8%	0%	4%	nt	1	19	nt	0.3%	4
Cc1noc(NS(=O)(=O)c2ccc(N/C=C\C(=O)c3ccncc3)cc2)c1C	6%	5	?	nt	-1%	-2%	5	-1	5%	0.1%	1
O=C(NCc1cccc(Cl)c1)NC(=O)c1csc([N+](=O)[O-])c1	-7%	0	?	-5%	2%	-1%	?	7	-1%	3.9%	20
CC1(C)CC(CC(=O)O)(c2ccc(Cl)cc2)CCO1 (stereo unspecified)	6%	6	?	2%	-1%	23%	8	-2	0%	0.5%	-5
COc1cccc(CN2CCCC(CNC(=O)c3ccc(F)cc3)C2)c1OC (stereo unspecified)	-4%	3	-4%	-1%	-1%	4%	6	2	0%	0.1%	-15
COc1ccc(NC(=O)c2ccc(NC(=O)CSc3nccc(=O)[nH]3)cc2)cc1	-10%	5	?	0%	1%	?	11	-5	-7%	0.0%	1
CC(C)=CCC/C(C)=C/CC/C(C)=C/CC/C(C)=C/CC1=C(C)C(=O)c2ccccc2C1=O	-14%	-34*	-1%	-7%	-13%	11%	1	0	4%	-0.8%	1
COCCCNc1c2c3c(cccc3[nH]c1=O)C(=O)c1ccccc1-2	?	-19	?	?	?	7%	-16	-10	0%	0.4%	-33
O=C(O)CCc1nn2c3ccccc3nc2n(Cc2ccccc2)c1=O	3%	1	0%	2%	0%	-7%	0	11	4%	0.0%	-12
COc1ccc(/C=N/NC(=S)NCc2ccccc2)cc1OC	-1%	0	1%	-1%	-1%	-2%	35[activator]	5	-1%	-1.1%	14
CS(=O)(=O)N(CC(=O)Nc1ccc2c(c1)OCO2)c1ccc2c(c1)OCO2	1%	0	?	nt	4%	-5%	2	-8	0%	-0.1%	-2
COc1ccc(C(=O)N2CCN(S(=O)(=O)c3ccc(C)cc3C)CC2)cc1OC	1%	3	-6%	-3%	5%	-5%	-4	-5	0%	0.2%	3
CS(=O)(=O)c1ccc2nc(NC3(C(F)(F)F)N=C4SCCN4C3=O)sc2c1 (stereo unspecified)	10%	2	18%	-8%	1%	2%	8	-85*	1%	-0.4%	4
O=C1OC(N2C(=O)CC[C@H]2C(=O)Nc2cccc(F)c2)c2ccccc21 (stereo partly specified)	0%	-1	0%	5%	3%	0%	-4	10	nt	-0.2%	-2
COc1ccc(-n2ccnc2SCC(=O)NCc2ccccc2)c(OC)c1	9%	-1	7%	6%	1%	3%	3	-7	0%	0.2%	0
COc1ccc(CCNC(=O)C2CCN(C(=O)c3ccc(Br)cc3)CC2)cc1	6%	2	1%	0%	-1%	1%	-19	-8	-6%	-0.3%	-1
CC(C)(C)C(=O)Nc1ccc(-c2cc3cc(Cl)ccc3o2)cc1	-6%	0	?	-9%	0%	-8%	-18	22	-2%	-0.3%	-5
CN(C)S(=O)(=O)c1ccc(Cl)c(NC(=O)CSc2nc3ccccc3c(=O)n2CCCN2CCOCC2)c1	-2%	2	-1%	16%	0%	10%	16	18	1%	5.0%	2
Cn1c(NCCCN2CCOCC2)nc2c1c(=O)n(Cc1ccc(Cl)cc1)c(=O)n2C	-2%	1	?	nt	-1%	-1%	8	-5	-2%	-0.3%	9
CCOc1ccc(CNC(=O)CCc2cn(C)c3ccccc23)cc1OC	17%	3	-6%	10%	9%	14%	-12	-6	2%	-0.1%	14
COC(=O)c1[nH]c(C)c(/C(O)=C2\C(=O)C(=O)N(CCN3CCOCC3)C2c2ccco2)c1C (stereo unspecified)	6%	2	5%	5%	4%	0%	5	2	2%	0.0%	1
Cn1c(C(=O)N[C@@H](Cc2ccccc2)C(=O)O)cc2cc(F)ccc21	20%	17	?	3%	4%	nt	4	6	2%	-0.5%	12
COc1ccc(/C=C/C(=O)N2CCN(S(=O)(=O)c3ccccc3)CC2)cc1OC	-1%	7	-1%	-2%	6%	10%	12	-19	6%	0.0%	-2
c1ccc(Cn2ncc3c(Nc4ccccc4)ncnc32)cc1	-14%	-1	?	-17%	0%	5%	44[activator]	6	-2%	-0.4%	-10
COc1cc(C(N)=O)cc(Br)c1OCc1ccccc1	-3%	2	5%	1%	1%	6%	6	4	0%	-0.5%	9
CC(=O)c1cccc(-n2nnnc2SCC(=O)N2CCCC2)c1	2%	-4	3%	3%	2%	-5%	-4	0	1%	0.1%	5
O=C1CN(C(=O)c2ccc(F)c(S(=O)(=O)N3CCOCC3)c2)c2ccccc2N1	-3%	0	-7%	-1%	-1%	-2%	3	-6	0%	9.0%	-11
O=C(c1ccccc1NS(=O)(=O)c1cccs1)N1CCOCC1	0%	-2	0%	nt	0%	-3%	2	6	-3%	-0.6%	10
CCN(CC)S(=O)(=O)c1ccc(NC(=O)CC(NC(C)=O)c2ccccc2)cc1 (stereo unspecified)	0%	3	6%	-3%	2%	-1%	17	3	0%	0.1%	0
O=C(NCc1cccnc1)c1cc(Sc2cccc(Cl)c2)nc2ccccc12	-4%	-1	?	-5%	3%	3%	-14	-17	-4%	0.0%	2
CC1(C)CC(=O)c2c(O)cc(OCc3ccc([N+](=O)[O-])cc3)cc2O1	7%	-2	-1%	0%	2%	-2%	43[activator]	-4	-3%	-0.2%	-37
Cc1c(OCc2ccc(C(=O)O)o2)ccc2c3c(c(=O)oc12)CCC3	-2%	14	?	5%	1%	0%	13	2	7%	0.4%	8
O=C(OCc1cccc([N+](=O)[O-])c1)c1ccc2ccccc2n1	-14%	2	2%	4%	-5%	7%	-7	3	-2%	0.2%	9
CCc1cc(=O)oc2cc(C)cc(OCC(=O)NCCN3CCOCC3)c12	3%	0	-3%	-13%	2%	2%[0.46 µM]	-29	-2	6%	-0.4%	7
CCCC(C)C(=O)Nc1ccc2c(c1)OCCO2 (stereo unspecified)	14%	-1	0%	-3%	-1%	-2%	2	0	-1%	0.0%	5
CCC(CC)NC(=O)COC(=O)c1ccc(NS(=O)(=O)c2ccc3c(c2)OCCO3)cc1	-6%	8	?	6%	0%	-4%	2	-4	-1%	0.2%	17
Cc1ccc2nc(SCC(=O)NCc3ccc(F)cc3)[nH]c2c1	0%	1	-12%	3%	-3%	nt	-13	-8	-5%	-0.2%	-5
CCN1C(=O)c2ccccc2S(=O)(=O)c2ccc(C(=O)NCCOC)cc21	5%	-2	3%	2%	1%	nt	4	-9	0%	-0.7%	1
O=C(NCC1CCN(C(=O)c2cccc([N+](=O)[O-])c2)CC1)c1cccc([N+](=O)[O-])c1	2%	-1	11%	-4%	0%	-4%	15	3	-6%	0.4%	15
C/C(Cc1ccccc1)=N\NC(=O)CNC(=O)c1cccc(Cl)c1	-3%	12	-12%	1%	1%	-3%	15	1	0%	0.1%	-2
O=c1c2ccccc2oc2nc(-c3ccco3)n(-c3ccccc3)c(=O)c12	-9%	-3	?	6%	-1%	-1%	2	3	0%	-0.6%	6
C=COCCNC(=S)N1CCOCCOCCN(C(=S)NCCOC=C)CCOCC1	17%	2	1%	-54%	2%	0%	20	-7	1%	-0.1%	9
CC(O)CNc1ncnc2cc(-c3ccc(F)cc3)sc12 (stereo unspecified)	3%	-5	?	-15%	2%	-4%	-4	-6	-2%	0.3%	27

Assay outcomes: PubChem BioAssay, National Center for Advancing Translational Sciences (NCATS)
